Screening data: PubChem BioAssay, Sanford-Burnham Center for Chemical Genomics
Artemis inh = blocks endonuclease activity of human Artemis; inhibition, % at 10 µM; recombinant Artemis, quenched FAM hairpin cleavage fluorescence; 30,000 compounds, 0.78% hits;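 active = at 10 µM dose, at least 30% inhibition, measured as corrected fluorescence normalized to stimulator and neutral control wells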
Target sequence (Q96SD1 whole entry, looked up): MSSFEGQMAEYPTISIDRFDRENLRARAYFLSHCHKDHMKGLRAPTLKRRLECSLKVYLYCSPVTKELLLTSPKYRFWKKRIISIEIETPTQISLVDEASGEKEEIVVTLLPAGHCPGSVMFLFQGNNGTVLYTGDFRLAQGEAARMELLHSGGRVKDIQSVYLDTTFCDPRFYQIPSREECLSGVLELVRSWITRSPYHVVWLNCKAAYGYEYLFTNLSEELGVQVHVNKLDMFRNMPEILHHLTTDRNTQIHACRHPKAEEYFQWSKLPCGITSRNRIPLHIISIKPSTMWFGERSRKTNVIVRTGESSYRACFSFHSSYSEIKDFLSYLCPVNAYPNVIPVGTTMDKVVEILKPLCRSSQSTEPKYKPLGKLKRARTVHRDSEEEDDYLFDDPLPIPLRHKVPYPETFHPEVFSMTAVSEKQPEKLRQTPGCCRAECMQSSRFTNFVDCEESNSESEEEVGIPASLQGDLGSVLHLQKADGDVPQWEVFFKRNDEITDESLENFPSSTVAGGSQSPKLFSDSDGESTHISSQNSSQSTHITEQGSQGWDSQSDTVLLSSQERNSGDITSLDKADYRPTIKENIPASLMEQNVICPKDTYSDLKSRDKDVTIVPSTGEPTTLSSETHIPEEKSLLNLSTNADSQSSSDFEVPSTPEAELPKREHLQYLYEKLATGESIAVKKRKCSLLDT
* = called active by the depositor. This is a subset; rates above refer to the full screens.

A first look:
SMILES	Artemis inh
Cc1nc2oc(C(=O)c3ccccc3)c(N)c2c2c1COC(C)(C)C2	0
COc1ccc(NC(=O)OC(CN2CCCCC2)C(F)(F)F)cc1 (stereo unspecified)	-9
O=C(Nc1ccccc1Cl)c1cccs1	0

The listing, previewed entries included:
SMILES	Artemis inh
Cc1nc2oc(C(=O)c3ccccc3)c(N)c2c2c1COC(C)(C)C2	0
COc1ccc(NC(=O)OC(CN2CCCCC2)C(F)(F)F)cc1 (stereo unspecified)	-9
O=C(Nc1ccccc1Cl)c1cccs1	0
CC(=O)Nc1cccc(NC(=O)CCc2ccccc2)c1	-2
Cc1onc(-c2ccccc2)c1C(=O)OCC(=O)c1ccccc1	-6
COc1ccc(Oc2nnc(C)c3ccccc23)cc1	4
CCn1c(SCC(=O)Nc2ccccc2C(=O)OC)nnc1-c1ccoc1C	3
CC(C)CC(C(=O)Nc1oc(-c2ccco2)c(-c2ccco2)c1C#N)N1C(=O)c2ccccc2C1=O (stereo unspecified)	21
Cc1nc(N)sc1C(=O)Nc1ccccc1	-4
CCOc1ccc(-n2c(C)nc3cc(C(=O)NCc4ccco4)ccc32)cc1	8
COCCn1c(SCC(=O)Nc2sc(C)c(C)c2C#N)nnc1C(C)C	1
O=C(OCc1nnc(-c2ccccc2)o1)c1ccc(S(=O)(=O)NCc2ccco2)cc1	12
O=C(CSc1nc2ccccc2s1)NNC(=S)Nc1ccc(Br)cc1	28
CC(C)OP(=O)(OC(C)C)C1(O)C(=O)Nc2ccc(Br)cc21 (stereo unspecified)	0
C=CCSc1nc(N(CC)CC)c2sccc2n1	10
c1ccc(Nc2nc(N3CCOCC3)c3ccccc3n2)cc1	4
COC(=O)CN(c1cccc(F)c1)S(C)(=O)=O	1
O=C(Cn1c(=O)c2c(ncn2C2CCCC2)n(Cc2ccccc2)c1=O)N1CCc2ccccc21	12
COCC(=O)N(Cc1cc2cc(OC)ccc2[nH]c1=O)c1ccc(C)cc1	-9
O=C(NNC1=C(C(=O)C(F)(F)F)CCC1)c1ccccc1Cl	-4
Cc1cc(S(=O)(=O)NC2CCCC2)ccc1F	-2
CCCCCCCCS(=O)C1CCS(=O)(=O)C1 (stereo unspecified)	-11
Fc1cccc(Cl)c1CSc1nnc(CN2CCOCC2)n1-c1ccccc1	3
CC(C(=O)c1ccc(-c2ccccc2)cc1)[n+]1ccccc1 (stereo unspecified)	6
O=C(Nc1ccccc1)N(Cc1cccs1)C1CCCC1	5

(cont.)
SMILES	Artemis inh
COc1ccc2[nH]c(=O)c(CNc3ccccc3)cc2c1	12
COc1ccc(C(=O)N/N=C/C(C)c2ccccc2)cc1OC (stereo unspecified)	-10
COC(=O)C1CCN(C(=O)COC(=O)Cc2c[nH]c3ccccc23)CC1	-9
O=C(NC1=NCCS1)c1ccncc1	7
Cn1c(=O)c2c(nc(N3CCCCCC3)n2CC(=O)c2ccc(Br)cc2)n(C)c1=O	0
COc1cc(NC(=O)CN2C(=O)c3ccccc3C2=O)c(C(=O)O)cc1OC	2
CC(Sc1nnc(-c2ccc(Cl)cc2Cl)n1Cc1ccccc1)C(=O)Nc1nccs1 (stereo unspecified)	15
CC1(C)c2ccccc2N2CCC(=O)NC21/C=C/c1ccco1 (stereo unspecified)	-4
O=C(NC1CCSC1=O)c1ccc(Oc2ccc(F)cc2)nc1 (stereo unspecified)	-12
c1cc2c(cc1C1CCCCC1)c1c3n2CCN=C3CCC1	15
Cc1ccc(-c2csc3ncnc(NCCN4CCOCC4)c23)cc1	-2
COC(=O)c1[nH]c2cccc(C)c2c1NC(=O)CN1CCN(c2ccccc2OC)CC1	-7
O=C(c1ccco1)N1CCN(C(c2ccccc2F)c2nnnn2CC2CCCO2)CC1 (stereo unspecified)	-5
CCN(CC)S(=O)(=O)c1ccc(Cl)c(NC(=O)c2ccccc2C)c1	3
COC(=O)c1ccc(C2c3c(oc4ccc(F)cc4c3=O)C(=O)N2CCO)cc1 (stereo unspecified)	-16
CCc1cc2c(NCCC(=O)O)ncnc2s1	-3
Cn1c(SCc2ccccc2)nnc1-c1ccc2c(c1)OCO2	6
Cc1[nH]n(-c2ccccc2)c(=O)c1-c1cccc(Cl)c1	7
CCOc1ccc(CC(=O)NNC(=S)NC2CCCCC2)cc1OCC	-1
CCOC(=O)/C(C#N)=C1/C=Cc2ccccc2N1CC	0
CCOc1ccc(S(=O)(=O)Nc2cccc(N(C)S(C)(=O)=O)c2)cc1	-6
CCCC(=O)N1CCN(c2ccc(NC(=O)c3cc4ccccc4o3)cc2Cl)CC1	10
CCOc1ccc(-c2nnc(-c3ccccc3)o2)cc1	0
CCOC(=O)c1c(NC(=O)c2ccnn2C)sc(C)c1C	-8
CN1C2C=C3C(C#N)=C(N)C(C#N)(C#N)[C@@H](c4cccs4)C3C1CC2 (stereo partly specified)	-8

Quoted at random: 4 compounds from above.
SMILES	Artemis inh
CCOc1ccc(S(=O)(=O)Nc2cccc(N(C)S(C)(=O)=O)c2)cc1	-6
Cn1c(SCc2ccccc2)nnc1-c1ccc2c(c1)OCO2	6
CC(Sc1nnc(-c2ccc(Cl)cc2Cl)n1Cc1ccccc1)C(=O)Nc1nccs1 (stereo unspecified)	15
CC1(C)c2ccccc2N2CCC(=O)NC21/C=C/c1ccco1 (stereo unspecified)	-4

Remaining list, next part
SMILES	Artemis inh
CCCCCCNC(=O)C(C#N)c1nc2ccccc2nc1N1CCOCC1 (stereo unspecified)	-13
CCC(C)Nc1nc2c(c(=O)[nH]c(=O)n2C)n1CCC(C)C (stereo unspecified)	4
CC1(C)NC(=O)N(CC(O)Cn2nnc3ccccc32)C1=O (stereo unspecified)	-5
CC(C)CCn1c(Oc2ccccc2Cl)nc2c1c(=O)n(C)c(=O)n2C	7
COc1cc(C2Nc3cc(Cl)c(S(N)(=O)=O)cc3S(=O)(=O)N2)ccc1OCc1ccccc1 (stereo unspecified)	10
CCCCn1c(N)c(N(CCC(C)C)C(=O)CSc2nnc3ccccn23)c(=O)[nH]c1=O	3
CCCC(=O)N1CCN(c2ccc(NC(=O)c3cc4ccccc4o3)cc2)CC1	1
Cc1cc(C)nc(NC2=NCC(=O)N2c2ccc(Cl)cc2)n1	-3
CC(NC(=O)Nc1ccc(O)cc1)(C(F)(F)F)C(F)(F)F	9
O=C(N1CCOCC1)N1CCN(CC(O)COc2ccc3ccccc3c2)CC1 (stereo unspecified)	-1
O=C(O)CCc1ccc(-c2ccc(F)cc2)n1CC(=O)O	7
COc1cc(C)c(S(=O)(=O)N2CCCC2)cc1C	-4
CCCCn1c(SCC(=O)Nc2sc3c(c2C(N)=O)CCC3)nnc1-c1ccccc1	11
COc1ccc(/C=C2\C(=O)NCC(=O)N2Cc2ccccc2)cc1	8
O=C(N1CCOCC1)N(Cc1cccs1)C1CCCC1	3
COCCN(CC(=O)NCc1ccccc1)C(=O)CCC(=O)Nc1nccs1	10
COc1nc(N)nc(N2CCOCC2)n1	-3
CCOC(=O)Nc1ccc(C)cc1C	-10
COc1ccccc1-c1cc(C(F)(F)F)nc(S(=O)(=O)CCCC(=O)N2CCOCC2)n1	3
Cc1ccc(/C=N\NC(=O)c2cc(OCC(F)(F)F)ccc2OCC(F)(F)F)cc1	-7
O=C(NCc1cccs1)c1ccccc1F	-2
CCC(=O)Nc1ccc(C(=O)n2nc(C)cc2C)cc1	-3
Cc1ccc(C(=O)CC2(O)C(=O)N(Cc3ccccc3)c3ccccc32)o1 (stereo unspecified)	-12
O=S(=O)(N/N=C\c1cccn1-c1ccccc1)c1ccc2ccccc2c1	4
CCN(CC)S(=O)(=O)c1ccc(NC(=O)c2ccc(N(C)S(C)(=O)=O)cc2)cc1	-8

(list continues)
SMILES	Artemis inh
C=CCn1c(-c2cc(Cl)ccc2OC)n[nH]c1=S	-5
N#Cc1c(-c2ccccc2)ccnc1Oc1ccccc1	-7
O=C(COC(=O)C(O)c1ccccc1)c1ccc2c(c1)OCCO2 (stereo unspecified)	0
O=C(CCCC(=O)OCC(=O)c1ccc(Cl)cc1Cl)Nc1cc(C(F)(F)F)ccc1Cl	2
CC(=O)N1C(=O)C2(C(C#N)=C(N)Oc3c2c(C)nn3-c2ccccc2)c2ccccc21 (stereo unspecified)	-2
CC(C)(C)Nc1nc(NN)nc(NC(C)(C)C)n1	43*
COc1ccc(S(=O)(=O)CCC(=O)N2c3ccccc3CC2C)cc1 (stereo unspecified)	-4
O=C(CN(c1ccc(Cl)c(C(F)(F)F)c1)S(=O)(=O)c1ccccc1)N/N=C/c1cccc2c1OCCO2	10
COc1ccc(CNc2nc(SC)n[nH]2)cc1OC	2
CCOC(=O)c1c2n(c3ccc(O)cc13)CCCCC2	-4
CC(C)CCn1cnc2c(cnn2-c2ccc(Cl)cc2)c1=O	1
Cc1ccc(S(=O)(=O)NCC(=O)N(CC(=O)NCc2ccco2)Cc2ccc3c(c2)OCO3)cc1	4
Cn1c(CCNC(=O)c2ccc(Cl)cc2)n[nH]c1=S	13
COc1ccc(-c2ccc(Nc3ccc(C(=O)N4CCOCC4)cc3)nn2)cc1OC	-3
CCCOc1ccc(/C(O)=C2/C(=O)C(=O)N(CCN(C)C)C2c2ccco2)cc1 (stereo unspecified)	6
CCC(=O)NC(=S)Nc1ccccc1C(F)(F)F	1
CCOC(=O)c1c(-c2ccc(Cl)cc2)c(C#N)c(=O)n(N)c1N	4
Cc1ccn(C(=O)c2cc3c(C)nn(-c4ccccc4)c3s2)n1	0
Cc1ccc2cc(/C=N/NC(=O)CN3CCOCC3)c(Cl)nc2c1	-9
Cc1cccc(-c2nnc(SCC(=O)Nc3nc4c(s3)CCCC4)n2C)c1	6
O=C(O)c1cccnc1SC1CC(=O)N(Cc2ccccc2)C1=O (stereo unspecified)	-4
Cc1ccc(NC(=O)NNS(=O)(=O)c2ccc(Br)cc2)cc1	1
CC(=O)N(Cc1c(C#N)c2ccccc2n1C)c1ccccc1	2
COc1cnn(-c2cc(Oc3ccc(C)cc3)ncn2)c(=O)c1Cl	0
O=C(O)CC(C(=O)O)N1C(=O)/C(=C/c2ccc(-c3nc4ccccc4s3)o2)SC1=S (stereo unspecified)	64*

Next part.
SMILES	Artemis inh
O=C(Nc1ccc2c(c1)OCO2)C1CCN(C(=O)c2cccs2)CC1	14
CCOc1cccc(C(=O)Nc2nccs2)c1	4
CCOC(=O)/C(C(N)=NC)=C(\O)c1ccccc1	-4
Cc1nnc2ccc(N3CCCC3)nn12	-2
CN(CC(=O)Nc1ccncc1)S(=O)(=O)c1ccccc1	2
COc1ccccc1Oc1coc2cc(O)ccc2c1=O	-5
COC(=O)c1cn(-c2ccccc2)nc1-c1ccccc1	-11
CC1(C)CC(NC(=O)c2ccc3c(c2)OCO3)CC(C)(C)N1	-4
CSc1ccccc1NC(=O)c1ccc(Br)o1	5
COC(=O)c1ccc(NC(=O)CSc2nnc(COc3ccccc3)n2C)cc1	-5
O=S(=O)(c1cccc2nsnc12)N1CCOCC1	-3
COc1cc(SC)ccc1C(=O)NCC1CCCO1 (stereo unspecified)	-6
Clc1ccc(Sc2ccc(/C=N/n3cnnc3)o2)cc1	-2
Cn1nc(-c2ccccc2)c(COC(=O)c2cccc(Cl)c2)c1S(=O)(=O)c1ccccc1	-8
Cn1cnnc1SCc1ccc(-c2ccc(Br)cc2)o1	-1
Cc1cc(NC(=O)CSc2nnc(Nc3ccccc3)s2)no1	-1
O=C(c1ccco1)N1CCN(C(=O)c2ccccc2OC(=O)C23CC4CC(CC(C4)C2)C3)CC1	4
CC(C)c1ccc(S(=O)(=O)N2CCN(CC(=O)Nc3ccc4c(c3)OCO4)CC2)cc1	3
O=C(CCN1CCN(c2ccccc2)CC1)Nc1ccc(OCc2ccccc2)cc1	-6
Cc1ccc(-n2nc(C(=O)O)nc2-c2ccccc2)cc1	-4
CCC(=O)c1ccc(OCC(O)CN(C)C2CCCCC2)cc1 (stereo unspecified)	-2
COc1ccc(-c2cc(C(=O)N/N=C/c3ccc(OC)c(COCC(F)(F)C(F)F)c3)c3ccccc3n2)c(OC)c1	11
CC(=O)c1cc2c(cc1NC(=O)CCCC(=O)O)OCO2	0
COc1ccc(C(=O)/C=C/c2ccccc2F)c(OC(=O)c2ccc([N+](=O)[O-])cc2)c1	8
C=CCn1c(CNc2ccc(C)cc2)nnc1SCC(=O)N/N=C/c1ccc(O)cc1O	16

A draw from above in order of formula weight, ascending:
SMILES	Artemis inh
Cc1nnc2ccc(N3CCCC3)nn12	-2
COc1ccccc1Oc1coc2cc(O)ccc2c1=O	-5
COc1ccc(-c2cc(C(=O)N/N=C/c3ccc(OC)c(COCC(F)(F)C(F)F)c3)c3ccccc3n2)c(OC)c1	11

More results
SMILES	Artemis inh
C=CCNC(=O)/C(=C\c1ccc([N+](=O)[O-])cc1)NC(C)=O	-8
CCNC(=O)CC1C(=O)N(c2ccccc2)C(=O)N1CCC(C)C (stereo unspecified)	-4
Cc1ccc(Oc2nccc(-c3ccc(Cl)cc3)n2)cc1	-4
CCN(CC)S(=O)(=O)c1ccc(N=Nc2c(C)[nH]n(C(N)=S)c2=O)cc1	3
CN(C)CCOC(=O)CCc1ccccc1	-15
CCN(CC)CC(=O)Nc1ccc(-c2nc3cc(NC(=O)CN(CC)CC)ccc3o2)cc1	5
CC1(C)Cc2c(C#N)c(N3CCN(C(=O)c4ccccc4)CC3)nc(Cc3ccccc3)c2CO1	8
C/C(CC1(O)C(=O)Nc2ccccc21)=N\O (stereo unspecified)	28
CCNc1nc(NCc2ccccc2)nc(Oc2ccc(=O)[nH]n2)n1	-5

A second format for part of the listing above.
mol: CN(C)CCOC(=O)CCc1ccccc1
  Artemis inh: -15

mol: Cc1ccc(Oc2nccc(-c3ccc(Cl)cc3)n2)cc1
  Artemis inh: -4
